Bioassay records: PubChem BioAssay, several laboratories
SUMO HTRF inh: blocks human SUMOylation mediated by UBC9. P63279. HTRF SUMOylation assay, SAE1/SAE2 + UBC9, in vitro. inhibition, % at 35 µM. hit rate 0.36% among 290,000. AID 2006; in the data active = inhibition above about 50%, passing the limit was not always enough; note: strong numbers were not always called active
VIM-2 inh: blocks Pseudomonas aeruginosa VIM-2 metallo-beta-lactamase; purified VIM-2, nitrocefin hydrolysis, epi-absorbance fluorescence; inhibition, % at 5.6 µM; hit rate 0.89% among 290,000;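 active = inhibition above the mean of all tested compounds plus 3 SD, cutoff set per screening run, cut at about 7.5% in these data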;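 note: red hydrolysis product quenches plate fluorescence so inhibitors raise well fluorescence; 0% = enzyme with DMSO and 100% = DMSO without enzyme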
GalR3 antag: human GalR3 antagonism; O60755; HEK293 GalR3-CNG cAMP membrane potential fluorescence; galR3 body fused to GalR1 C-terminus; inhibition, % at 3 µM; hit rate 0.44% among 360,000; AID 651719;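 active = inhibition above the screen-wide average plus 3 SD, cut at about 13% in these data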;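 note: forskolin and galanin both at EC90 stimulate the cells; cAMP rise reported by CNG channel membrane potential dye signal; 0% = forskolin plus galanin with DMSO and 100% = forskolin alone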
IMP-1 inhibitor: blocks Pseudomonas aeruginosa IMP-1 metallo-beta-lactamase | AID 1556 | inhibition, % at 5.6 µM | hit rate 0.45% among 290,000 | purified IMP-1, nitrocefin hydrolysis, epi-absorbance fluorescence;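 active = inhibition above the mean plus 3 SD of all compounds in the same screening run, cut at about 4.5% in these data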;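 note: 0% = IMP-1 with DMSO and 100% = DMSO wells lacking enzyme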
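System: Purified recombinant IMP-1 metallo-beta-lactamase enzyme | Measured by: Fluorescence quenching readout, ex 480/em 530 nm | Replication: Singlicate | Incubation: 15 min preincubation plus 25 min reaction at 25 °C | Evaluation: Percent inhibition from optical density relative to buffer-blank wells | Benchmarks: DMSO with and without IMP-1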
CRFR2-BP antag: CRF-BP/CRF-R2 complex antagonism; HEK293 CRF-R2/CRF-BP, CRF-induced calcium fluorescence; inhibition, % at 11.8 µM; hit rate 0.59% among 350,000;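 active = inhibition of the ligand-induced calcium signal above about 50% at the single tested concentration, limit read from the data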
IDE inh: inhibits human insulin-degrading enzyme in HEK cells. P14735. FAbetaB cleavage, fluorescence polarization. AID 434962. hit rate 0.41% among 320,000. inhibition, % at 5.59 µM;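 active = percent inhibition above the average of all tested compounds plus 3 SD, set per screening campaign, cut at about 16% in these data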;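 note: IDE supplied by intact live HEK cells; FP after avidin binding of uncleaved biotin substrate so inhibition keeps polarization high; 0% = DMSO wells and 100% = 60 µM reference IDE inhibitor Ii1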
Target sequence (P14735 whole entry, looked up): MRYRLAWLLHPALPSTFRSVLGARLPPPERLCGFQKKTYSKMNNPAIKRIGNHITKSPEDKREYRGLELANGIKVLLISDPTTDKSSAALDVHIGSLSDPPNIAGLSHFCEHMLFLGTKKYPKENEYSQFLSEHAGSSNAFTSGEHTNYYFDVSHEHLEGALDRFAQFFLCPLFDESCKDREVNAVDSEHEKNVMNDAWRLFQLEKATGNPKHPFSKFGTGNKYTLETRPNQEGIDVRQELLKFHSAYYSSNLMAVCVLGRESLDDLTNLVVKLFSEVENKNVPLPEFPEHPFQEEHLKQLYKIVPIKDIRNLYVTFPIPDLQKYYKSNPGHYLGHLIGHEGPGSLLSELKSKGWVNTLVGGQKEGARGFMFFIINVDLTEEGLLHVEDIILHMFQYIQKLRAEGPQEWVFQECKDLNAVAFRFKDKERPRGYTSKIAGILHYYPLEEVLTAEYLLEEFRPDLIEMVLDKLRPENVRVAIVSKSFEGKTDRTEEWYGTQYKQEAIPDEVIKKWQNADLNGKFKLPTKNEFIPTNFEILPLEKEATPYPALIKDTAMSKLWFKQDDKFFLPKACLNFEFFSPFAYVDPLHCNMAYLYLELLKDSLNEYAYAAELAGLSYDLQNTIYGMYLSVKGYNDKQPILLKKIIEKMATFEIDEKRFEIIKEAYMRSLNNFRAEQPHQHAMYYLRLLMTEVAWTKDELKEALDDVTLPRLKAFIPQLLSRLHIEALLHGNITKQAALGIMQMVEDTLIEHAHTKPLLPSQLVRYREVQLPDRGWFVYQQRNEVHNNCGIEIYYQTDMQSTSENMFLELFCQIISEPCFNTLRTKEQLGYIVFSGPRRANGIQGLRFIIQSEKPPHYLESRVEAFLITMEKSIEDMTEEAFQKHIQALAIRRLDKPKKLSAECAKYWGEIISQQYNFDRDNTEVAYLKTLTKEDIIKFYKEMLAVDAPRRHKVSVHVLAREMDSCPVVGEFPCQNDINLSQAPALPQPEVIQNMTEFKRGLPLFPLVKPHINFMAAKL
IDE cell activ: IDE (human) activation, cell-based. HEK cells, FAbeta-B cleavage, fluorescence polarization; 0% vehicle, 100% cell-free pure enzyme wells. P14735. AID 493087. activation, % at 5.96 µM. hit rate 0.073% among 340,000;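 active = activation above the mean of all tested compounds plus 3 SD, set per screening campaign, cut at about 17% in these data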
p-CIP stab down: compounds decreasing mouse p/CIP protein stability; F442A p/CIP-EGFP cells, EGFP fluorescence, 16 h; decrease of EGFP signal, % at 10 µM; hit rate 0.01% among 290,000;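 active = EGFP signal decrease of at least 30% at 10 µM or well 3 SD below plate mean, unless failing retest; inactive = the rest, including hits failing retest or dose response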; note: some compounds called inactive have numbers as strong as hits; many of its hits are not listed in these tables
NS3 helicase inh: blocks Hepatitis C virus NS3 helicase unwinding. inhibition, % at 10.9 µM. AID 1800. hit rate 0.56% among 290,000. NS3 helicase DNA unwinding, Cy5 molecular beacon fluorescence;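 active = inhibition above the mean of all tested compounds plus 3 SD, set per campaign, cut at about 35% in these data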;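 note: 0% = DMSO wells and 100% = thioflavine S control wells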
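Assay system – hepatitis C virus NS3 helicase domain fragment enzyme · Buffer or medium – MOPS pH 6.5, MgCl2, DTT, Tween20, BSA · Reagent – Cy5/quencher beacon DNA duplex and ATP to start · Compound – single 10.9 µM dose · Timing – 1 h at 25 °C · Technique – Cy5 beacon fluorescence read at start and 1 h · Measure – % inhibition of unwinding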
Active calls of the source: *; x = no result given.

smiles	SUMO HTRF inh	VIM-2 inh	GalR3 antag	IMP-1 inhibitor	CRFR2-BP antag	IDE inh	IDE cell activ	p-CIP stab down	NS3 helicase inh
COCCNC(=S)Nc1ccc(S(=O)(=O)Nc2ncccn2)cc1	15	3.0	4	1.1	-3	-1	3	1	6
COc1cccc(CNC(=O)c2ccccc2NC(=O)C2=C(C)OCCS2)c1	14	-0.1	-5	-1.9	16	1	5	-10	-7
O=C(Nc1cccc(S(=O)(=O)N2CCCCC2)c1)c1ccc([N+](=O)[O-])o1	10	-1.2	2	-0.2	41	-5	5	-35	-5
Cc1onc(-c2c(Cl)cccc2Cl)c1C(=O)Nc1ccc(C(N)=O)cc1	0	-1.7	-9	-0.5	-13	2	-6	-4	5
Cc1ccc(NC(=O)C(C)Sc2nnc3ccccn23)cc1 (stereo not given)	x	x	-5	x	-3	-2	1	x	x
Cc1cccc(C(=O)Nc2cccc(C(=O)N/N=C/c3ccccn3)c2)c1	15	-1.7	-10	-2.9	6	0	1	6	-10
Cc1onc(-c2c(Cl)cccc2Cl)c1C(=O)NN1CCCCCC1	7	-1.0	-3	-0.7	1	2	5	-9	2
COc1ccc(Oc2nc3ccccc3n(C)c2=O)cc1	2	0.0	-7	-2.1	20	1	4	-12	1
COc1ccccc1NS(=O)(=O)c1ccc2[nH]c(=O)[nH]c2c1	10	-2.0	-7	-3.5	-10	-2	-6	-7	-4
Cc1ccc(OCC(=O)N2c3ccccc3CC2C)c([N+](=O)[O-])n1 (stereo not given)	2	-4.4	-5	-1.6	12	8	2	-1	-13
COc1ccc(NC2CCCN(C(=O)c3cn(C)c4ccccc34)C2)cc1 (stereo not given)	-10	-1.8	3	-2.2	6	1	-2	-18	-3
O=[N+]([O-])c1ccc(Cl)c(NC(=S)N2CCCC2)c1	12	2.4	1	1.3	12	1	0	4	7
Cc1ccc(-c2nc(S(=O)(=O)c3ccc(C)cc3)c(SCC(=O)NCC3CCCO3)o2)cc1 (stereo not given)	1	-3.8	-6	-1.3	1	-1	6	-10	-12
CCOC(=O)Cn1cnc2c(nnn2-c2cccc(Cl)c2)c1=O	-1	2.2	-9	-1.4	6	0	3	-13	5
Cc1noc(NS(=O)(=O)c2ccc(NC(=O)CSc3nc4c(cc3C#N)CCCC4)cc2)c1C	2	-2.5	1	-4.0	13	-1	5	-3	0
CC(=O)Nc1ccc(NC(=O)c2nc(S(=O)(=O)Cc3cccc(C)c3)ncc2Cl)cc1	14	-0.5	0	4.2	73*	-12	-3	-24	-6
CC(C)(c1ccccc1)c1ccc(OCC2CO2)cc1 (stereo not given)	1	1.3	-10	-1.9	17	-6	-2	-8	-11
CCC1(c2ccccc2)NC(=O)N(CC(=O)NCc2ccccc2OC)C1=O (stereo not given)	-7	-2.8	-1	-0.8	6	12	5	-13	4
CCNS(=O)(=O)c1ccc(C(=O)OCC(=O)N2CCCc3ccccc32)cc1	x	x	-5	x	-1	3	-4	x	x
COc1cccc(OCC(=O)NNC(=O)C(=O)N2CCCC2)c1	2	-2.5	0	-2.8	13	-2	0	4	-2
C=CCNC(=O)c1ccc2c3n(nc2c1)-c1ccc(Cl)cc1CO3	x	x	-1	x	11	6	-1	x	x
CCOC(=O)c1nc2ccccc2c(=O)[nH]1	0	-2.9	-1	-3.7	4	-4	4	-19	13
O/N=C/c1cn(-c2ccccc2)nc1-c1cccnc1	-2	0.0	-5	-2.0	6	-4	12	-2	-16
CC(C)CCNC(=O)C1CCC(CNS(=O)(=O)c2ccc(Cl)cc2)CC1 (stereo not given)	-4	0.3	-14	-0.9	12	x	0	-9	0
CN(CC(=O)Nc1ccc(N2CCOCC2)cc1)C(=O)c1cccc(Cl)c1Cl	x	x	-5	x	1	6	-3	x	x
O=C(O)CCC(=O)N1CCN(c2nc(-c3ccccc3)c3ccccc3n2)CC1	10	-3.9	-9	-1.2	29	1	4	0	17
Cc1nc2c(=O)[nH]c3ccccc3c2o1	23	4.0	-4	1.2	-10	4	4	-13	-4
COc1ccc(CCNC(=O)Cc2ccc(OCc3ccccc3)c(OC)c2[N+](=O)[O-])cc1OCc1ccccc1	-8	-2.1	-4	-2.5	2	5	8	-9	-3
CO/N=C\CC(=O)Nc1ccc(Oc2ccccc2)cc1	-11	0.7	-2	-2.8	7	2	-7	3	-4
O=C(Cc1csc(-c2ccc(F)cc2)n1)Nc1cccc(S(=O)(=O)NC2=NCCC2)c1	x	x	-3	x	-4	13	-9	x	x

Additional compounds
smiles	SUMO HTRF inh	VIM-2 inh	GalR3 antag	IMP-1 inhibitor	CRFR2-BP antag	IDE inh	IDE cell activ	p-CIP stab down	NS3 helicase inh
CC(C)CN(C(=O)CCC(=O)OCC(=O)c1ccc(F)c(F)c1)c1c(N)n(CC(C)C)c(=O)[nH]c1=O	-3	-2.9	-1	-2.0	-11	2	3	-2	6
Cc1ccc(CSc2nnc(SCC(=O)N/N=C/c3c[nH]c4ccccc34)s2)cc1	x	-3.6	-4	-3.4	-16	x	5	-5	22
COc1cc(C(=O)NC(C)C2CC3CCC2C3)cc(OC)c1OC (stereo not given)	-2	-2.8	-9	-1.8	12	7	0	10	-1
CC1(c2nnc(-c3ccccc3)o2)CC(c2ccc(Cl)cc2)=NO1 (stereo not given)	-12	x	-3	x	2	3	3	-7	x
COc1ccc(CN2CCNC(=O)C2CC(=O)NC2CCCCCCC2)cc1C (stereo not given)	4	-2.9	-9	-1.8	-6	-2	3	-2	-23
COC(=O)C(c1ccccc1)N(Cc1cccc(CN(C(C(=O)OC)c2ccccc2)S(C)(=O)=O)c1)S(C)(=O)=O (stereo not given)	1	-2.6	-5	-1.6	0	2	0	-2	-29
CC(=O)Nc1ccc(SC(C)C(=O)NC(N)=O)cc1 (stereo not given)	12	-3.4	-5	-3.2	2	2	5	4	0
CC(C)(C)C(=O)C[n+]1ccc(C(N)=O)cc1	-17	-0.3	2	1.5	-2	9	-4	-2	47*
CCOc1ccc(C2NC(=O)NC(c3ccccc3)=C2C(C)=O)cc1OC (stereo not given)	12	-1.4	-9	-1.2	0	-4	0	-5	5
CCC(C)NC(=O)CC(c1ccc(OC)cc1)n1cccc1 (stereo not given)	-16	-0.7	5	1.6	-2	0	-9	-6	7
COc1cc(OC)cc(C(=O)NCC(=O)N2CCCCCCC2)c1	x	x	-4	x	-19	7	2	x	x
CCCCC(=O)NS(=O)(=O)c1ccc(N=NN2CCOCC2)cc1	-6	-1.6	-2	-3.0	20	1	-1	5	11
CCCC(=O)Nc1cc(C)c2c(=O)oc3ccccc3c2n1	0	x	-1	x	4	4	-2	1	x
Cc1sc2nc(SC3CCOC3=O)n(Cc3ccccc3)c(=O)c2c1C (stereo not given)	-3	-0.7	-4	-1.6	-6	-2	0	-3	-9
CC1=C(C(=O)Nc2cccnc2)C(c2ccc3c(c2)OCO3)C2=C(CCCC2=O)N1 (stereo not given)	6	-1.3	-2	-2.6	-20	3	-3	-12	4
CCC(CC)C(=O)NCCc1ccc(S(N)(=O)=O)cc1	11	-2.1	-6	-5.5	-21	-3	8	0	1
CCCCc1nnc(NC(=O)c2nc3nccc(C)n3n2)s1	11	-2.1	-5	-3.3	-9	4	1	-23	-1
O=C(NC(C(=O)N/N=C/c1ccccn1)c1n[nH]c(=O)c2ccccc12)c1ccccc1 (stereo not given)	21	-2.9	-6	-2.9	-7	5	5	-30	-7
CCOC(=O)C1CCN(c2c(NCCN(CC)c3ccccc3)c(=O)c2=O)CC1	15	-1.4	-5	-0.4	-9	8	1	5	-6
Cc1nnc(NC(=O)CSc2nnc(CNC(=O)c3ccccc3)n2-c2ccccc2)s1	0	-3.3	x	-3.1	-18	3	3	2	-3
c1ccc(C2CNCc3c2ccc2ccccc32)cc1 (stereo not given)	12	0.5	-5	-1.7	-11	10	0	-3	-29
O=C(NNC(=S)NC(=O)c1ccccc1[N+](=O)[O-])c1ccccc1	-2	-1.1	0	-2.9	-7	2	4	0	-3
C1=C(c2ccccc2)N2CCN=C2S1	2	-3.4	-5	-2.5	-7	3	5	-1	-1
Cc1ccc(NC(=O)CSc2nnc(Cc3ccccc3)c(=O)[nH]2)c(C)c1	x	x	-6	x	5	-2	-2	x	x
Cn1ccnc1Sc1cc(NCCCO)c([N+](=O)[O-])c2nonc12	11	3.8	10	-1.9	12	2	-2	3	-3
Cc1ccccc1N=C1NC(=O)/C(=C/c2cccnc2)S1	18	-3.2	0	-3.7	-7	-2	8	-17	1
COc1ccc(OC)c(C(=O)c2ccc(C(=O)Nc3cccc4ccccc34)cc2)c1	-1	1.1	-2	-3.5	-9	-1	5	0	5
CCOC(=O)c1nnn2c1nc(SCC(C)=O)c1ccccc12	12	7.1	5	-1.7	4	0	x	6	4
COc1ccccc1-n1cnnc1SC(C)C(=O)Nc1cccc([N+](=O)[O-])c1 (stereo not given)	3	-3.2	-5	-3.4	22	-4	4	-11	2
CCC(Sc1ccc(C(=O)O)cc1)C(=O)O (stereo not given)	-9	-0.1	3	-1.6	13	-1	3	-10	-4

Two entries picked at random from those above:
smiles	SUMO HTRF inh	VIM-2 inh	GalR3 antag	IMP-1 inhibitor	CRFR2-BP antag	IDE inh	IDE cell activ	p-CIP stab down	NS3 helicase inh
CCC(CC)C(=O)NCCc1ccc(S(N)(=O)=O)cc1	11	-2.1	-6	-5.5	-21	-3	8	0	1
COc1ccc(CN2CCNC(=O)C2CC(=O)NC2CCCCCCC2)cc1C (stereo not given)	4	-2.9	-9	-1.8	-6	-2	3	-2	-23

(continued)
smiles	SUMO HTRF inh	VIM-2 inh	GalR3 antag	IMP-1 inhibitor	CRFR2-BP antag	IDE inh	IDE cell activ	p-CIP stab down	NS3 helicase inh
CC(C)(C)C(=O)c1cnc(Nc2ccccc2)s1	3	-4.5	-4	-3.4	-2	5	7	-8	-4
O=C(Cc1ccc(Cl)cc1)Nc1ccccc1C(=O)N1CCCC1	6	-1.5	-2	-1.9	0	1	4	-5	4
CCOC(=O)C(=O)NCC(c1cccs1)S(=O)(=O)c1ccc(F)cc1 (stereo not given)	x	x	0	x	0	2	1	x	x
O=C(Nc1nc(-c2ccccc2)cs1)c1ccc2c(=O)n3c(nc2c1)CCCCC3	8	-2.0	4	-1.6	5	2	-6	7	7
O=C(Nc1ccccc1F)c1c[nH]c(=O)[nH]c1=O	8	-2.1	-4	-2.9	-5	-3	-3	-12	1
CCN(CC)C(=O)c1cccc(NC(=O)c2cc(-c3ccccn3)nc3ccccc23)c1	x	x	-5	x	1	-2	4	x	x
CN(Cc1cnn(-c2ccc(F)cc2)c1)Cc1nc(Cc2ccccc2)no1	-5	2.4	-3	-0.5	8	-1	-1	-18	-7
COc1ccc(N2C(=O)[C@@H]3Cc4ccccc4CN3C2=O)cc1	7	-0.2	-1	-0.2	13	-1	3	-6	2
